LEDGF integ inh: blocks HIV-1 LEDGF/p75-dependent DNA integration; TR-FRET IN-LEDGF/p75 DNA integration, Eu/Cy5; inhibition, % at 3.7 µM; hit rate 0.64% among 370,000;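 active = inhibition above the screen-wide mean plus 3 SD, cut at about 13% in these data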;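 also: signal is the Cy5 over europium emission ratio at 671 and 618 nm; 0% = plate median of compound wells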
PLC-gamma1 inh: blocks human PLC-gamma1 enzyme activity; P19174; purified PLC-gamma1, fluorogenic substrate, fluorescence; inhibition, % at 12.2 µM; hit rate 0.84% among 370,000; in the data active = inhibition above about 9.5%
proKLK7 act: activates the human kallikrein-7 zymogen. P49862. purified proKLK7, EDANS-DABCYL substrate fluorescence; 100% is mature enzyme control, 0% vehicle. activation, % at 7 µM. hit rate 0.9% among 370,000;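 active = activation above the mean of all tested compounds plus 3 SD, computed per campaign excluding outliers beyond control limits, cut at about 13% in these data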
Target sequence (P49862 whole entry, looked up): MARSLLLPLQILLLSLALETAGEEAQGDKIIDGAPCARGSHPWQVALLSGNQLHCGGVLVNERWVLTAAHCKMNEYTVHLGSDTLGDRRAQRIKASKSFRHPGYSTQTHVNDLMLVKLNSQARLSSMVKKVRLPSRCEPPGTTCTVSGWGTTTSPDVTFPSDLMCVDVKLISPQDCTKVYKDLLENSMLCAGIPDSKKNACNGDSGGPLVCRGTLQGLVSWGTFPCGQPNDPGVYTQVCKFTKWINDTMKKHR
ASAP1 inh: inhibitors of human ASAP1 ArfGAP activity; Q9ULH1; ASAP1-stimulated ARF1 GTP hydrolysis, GDP FP detection; inhibition, % at 16.5 µM; hit rate 0.19% among 360,000; in the data active = inhibition above about 25%;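 also: 0% = vehicle with enzyme and substrate and 100% = no enzyme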
ADAM10 inh: inhibitors of human ADAM10 | O14672 | recombinant ADAM10, EDANS/DABCYL FRET peptide cleavage, 3 h | inhibition, % at 7 µM | hit rate 0.62% among 370,000 | AID 720582;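 active = inhibition above a per-campaign cutoff equal to the mean of compounds falling between control-based bounds plus 3 SD, cut at about 20% in these data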;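 also: 0% = DMSO wells while the 100% control is not disclosed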
Target sequence (O14672 214-748 limits assumed): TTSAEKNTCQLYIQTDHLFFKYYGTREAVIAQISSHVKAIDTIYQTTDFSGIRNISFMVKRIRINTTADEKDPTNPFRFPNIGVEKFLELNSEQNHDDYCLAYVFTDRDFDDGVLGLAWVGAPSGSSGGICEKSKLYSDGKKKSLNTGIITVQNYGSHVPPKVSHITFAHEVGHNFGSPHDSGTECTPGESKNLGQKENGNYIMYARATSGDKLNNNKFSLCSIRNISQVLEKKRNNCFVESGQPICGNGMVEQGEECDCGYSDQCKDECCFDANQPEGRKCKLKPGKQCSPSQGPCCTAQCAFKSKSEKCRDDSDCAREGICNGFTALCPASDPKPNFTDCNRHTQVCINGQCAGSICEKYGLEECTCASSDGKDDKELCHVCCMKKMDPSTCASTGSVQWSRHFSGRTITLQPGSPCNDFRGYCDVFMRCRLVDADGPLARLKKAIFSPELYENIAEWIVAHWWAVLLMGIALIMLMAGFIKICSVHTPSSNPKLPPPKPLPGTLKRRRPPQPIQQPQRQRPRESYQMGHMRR
TDP2 absorb: TDP2 (human) inhibition, absorbance primary screen; recombinant TDP2, T5PNP hydrolysis, p-nitrophenol absorbance 415 nm; inhibition, % at 12.8 µM; hit rate 0.34% among 370,000; AID 720702;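 active = inhibition above the mean of all tested compounds plus 3 SD, set per campaign, cut at about 25% in these data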;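 also: 0% = DMSO with enzyme and 100% = buffer with substrate but no TDP2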
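System: recombinant human TDP2 / Amount: 120 nM TDP2 per well / Also added: 5 mM T5PNP chromogenic substrate / Doses: 12.8 µM single point, 1% DMSO / Incubation: 2 h at 37 °C / Detection: p-Nitrophenol epi absorbance / Evaluation: % inhibition relative to enzyme-containing and enzyme-free wells / Repeats: singlicate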
Tn7 DDE FP: disrupts Tn7 cyclic peptide binding to fibrin D-Dimer-E complex | FP displacement of FITC-Tn7 peptide from fibrin DD(E); 0% = median of compound wells per plate | hit rate 0.13% among 370,000 | P02675 | inhibition, % at 8.3 µM | AID 720508;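 active = inhibition above the mean of compounds falling within the control limits plus 3 SD of them, cut at about 14% in these data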;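 also: 0% = plate median of compound wells and 100% = 10 µM Aha-Tn7 peptide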
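assay system = human clot-derived fibrin DD(E) complex | quantity = Fibrin-DD(E) at 2 µM final | timing = 10 min preincubation, 3 h with tracer, room temperature | signal = fluorescence polarization | measure = percent inhibition | benchmarks = high control wells with 10 µM unlabelled Aha-Tn7 peptide (full inhibition) | replicates = singlicate testing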
Tn6 DDE FP: inhibitors of Tn6 peptide binding to human fibrin DD(E) | P02675 | Fibrin DD(E) TRITC-Tn6 fluorescence polarization displacement | inhibition, % at 8.3 µM | hit rate 0.21% among 370,000 | AID 720509;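 active = inhibition above a per-campaign cutoff: mean of compounds within control limits plus 3 SD, cut at about 15% in these data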;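 also: 0% = median of all compound wells on the plate and 100% = blocking peptide control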
ADAM17 inh: ADAM17 inhibition, QFRET primary screen; P78536; recombinant ADAM17, EDANS/DABCYL FRET peptide cleavage; inhibition, % at 6.95 µM; hit rate 0.83% among 370,000;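 active = inhibition above the mean of compounds lying between control limits plus 3 SD, set per campaign, cut at about 8.5% in these data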;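 also: 0% = DMSO-only wells as the low control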
ARFGAP1 inhibitor: inhibits rat ARF GTPase activating protein 1. Arfgap1-stimulated ARF1 GTP hydrolysis, GDP FP detection. inhibition, % at 16.5 µM. hit rate 0.26% among 360,000. Q62848;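 active = inhibition above a per-plate limit, mean inhibition of low control wells plus 3 SD, cut at about 25% in these data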;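 also: 0% = DMSO wells with enzyme and 100% = wells lacking Arfgap1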
Target sequence (Q62848 1-136 limits assumed): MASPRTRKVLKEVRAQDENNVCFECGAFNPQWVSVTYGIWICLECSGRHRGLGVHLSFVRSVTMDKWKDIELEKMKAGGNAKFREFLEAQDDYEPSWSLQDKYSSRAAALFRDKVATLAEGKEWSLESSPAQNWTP
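Replicates: Single well per compound | Assay system: Truncated rat Arfgap1 GAP domain | Control set: No-Arfgap1 wells (100%) versus DMSO full-reaction wells (0%) | Times: Enzyme reaction 120 min at 25 °C after 20 min preincubation | Reagent: Human ARF1(Δ1-17)-GTP substrate | Measured by: Tracer-displacement fluorescence polarization with EDTA stop, 620/688 nm | Measure: Percent inhibition of Arfgap1-stimulated GTP hydrolysis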
Active calls of the source: *.

Start of the data: the first two compounds as a preview:
SMILES	LEDGF integ inh	PLC-gamma1 inh	proKLK7 act	ASAP1 inh	ADAM10 inh	TDP2 absorb	Tn7 DDE FP	Tn6 DDE FP	ADAM17 inh	ARFGAP1 inhibitor
O=C(N/N=C/c1c[nH]c2ccccc12)C1CC(=O)N(c2ccccc2)C1 (stereo not drawn)	0.3	0.7	0.1	4.8	13.3	-4.3	1.4	1.8	-2.3	9.6
N#CN(CC(N)=O)c1nc(N2CCCCC2)nc(N2CCCCC2)n1	4.8	2.8	-0.8	1.1	1.7	-2.9	8.2	5.8	4.2	-11.7

Results, from the start:
SMILES	LEDGF integ inh	PLC-gamma1 inh	proKLK7 act	ASAP1 inh	ADAM10 inh	TDP2 absorb	Tn7 DDE FP	Tn6 DDE FP	ADAM17 inh	ARFGAP1 inhibitor
O=C(N/N=C/c1c[nH]c2ccccc12)C1CC(=O)N(c2ccccc2)C1 (stereo not drawn)	0.3	0.7	0.1	4.8	13.3	-4.3	1.4	1.8	-2.3	9.6
N#CN(CC(N)=O)c1nc(N2CCCCC2)nc(N2CCCCC2)n1	4.8	2.8	-0.8	1.1	1.7	-2.9	8.2	5.8	4.2	-11.7
CC(C)CNS(=O)(=O)c1ccc(NC(=O)Cn2nc(-c3ccc(F)cc3)ccc2=O)cc1	4.5	7.6	-0.2	7.5	6.7	-6.4	-12.5	2.8	5.4	11.6
COc1cccc(/C=N/n2c(C)nc3ccccc3c2=O)c1O	0.4	-0.8	-1.1	-2.0	-4.1	-12.1	3.1	0.1	-0.9	0.6
O=C(Cn1nc(-c2ccccc2)ccc1=O)N1CCOCC1	-1.3	4.4	-0.1	3.9	-2.8	-0.9	-12.6	-3.0	0.4	22.5
CC(C)(C)c1cc(CCC(=O)NCCc2ccccn2)cc(C(C)(C)C)c1O	-3.8	-0.7	0.3	-1.1	7.3	-11.6	5.3	-1.4	5.1	9.4
Cn1nc(C(C)(C)C)cc1NC(=O)C1(C)CCN1C(=O)C1(c2ccccc2)CC1 (stereo not drawn)	0.5	3.8	1.0	25.4*	11.0	-10.1	0.5	-0.3	1.0	-2.6
O=C(NCc1ccccn1)C1CC(c2ccc(Cl)c(Cl)c2)=NO1 (stereo not drawn)	3.9	2.5	-0.1	3.2	-2.8	-2.0	1.0	1.3	-0.5	0.0
CCC(CO)Oc1cc(NC(=O)c2ccccc2N)c2ncn(C(C)C)c2c1 (stereo not drawn)	-1.7	-28.2	0.0	11.8	-49.2	10.3	-9.9	-1.9	-16.1	6.2
C=CCNC(=O)C1CCN(S(=O)(=O)c2cccs2)CC1	5.4	-0.5	0.5	-2.9	-4.0	3.3	-4.3	1.1	-1.2	3.7
COc1ccc(S(=O)(=O)N2CCC(C(=O)Nc3nnc(CCN4CCCCC4)s3)CC2)cc1	-0.2	1.7	0.2	5.6	-1.1	-10.4	-3.6	-16.0	2.7	17.3
COc1ccc(N(CC(=O)NC2CC3CCC2C3)S(=O)(=O)c2ccc(C)cc2)cc1Cl (stereo not drawn)	1.9	-1.7	0.2	0.2	8.6	-10.4	3.9	1.8	3.2	1.4
O=C(NCc1ccccc1)C(c1ccccc1)N(C(=O)c1csnn1)C1CC1 (stereo not drawn)	-2.7	1.7	0.1	-8.3	3.1	2.4	7.7	1.9	0.1	1.5
COc1ccc(Nc2ccc(Cl)cc2)c(C(=O)O)c1	-8.9	-24.9	-0.4	9.7	7.7	-12.6	4.3	-8.4	-5.4	13.7
CCc1ccc(NC(=O)CN(c2ccc3c(c2)OCO3)S(=O)(=O)c2c(C)noc2C)cc1	3.1	2.7	-0.3	3.6	-9.3	-10.2	-2.0	3.1	2.4	1.9
Cc1ccc(NC(=O)CSc2ccc3c(c2)OCCO3)nc1	1.0	-2.9	-0.1	-4.8	-6.5	-0.5	0.8	2.8	-0.5	-11.5
Cc1ccccc1C(=O)NNS(=O)(=O)c1cccc([N+](=O)[O-])c1	0.3	0.0	0.6	-10.5	-1.4	6.5	-2.6	3.6	4.0	6.7
CCOc1ccc(OCC(=O)c2c(O)c3ccccc3oc2=O)cc1	-4.8	-1.8	-0.3	-1.6	10.3	-6.0	-3.4	4.6	-1.8	-1.3
O=C(c1ccc(Cl)cc1)C1CCCN(Cc2cccn2-c2cccnc2)C1 (stereo not drawn)	0.4	2.8	1.0	-4.2	1.9	-1.8	-5.1	-2.9	4.5	9.4
O=C(O)CCCNC(=O)c1ccc(NC(=O)Cc2ccc(Cl)cc2)cc1	0.1	3.0	-0.5	1.9	3.3	-4.7	0.8	-2.2	0.2	-2.0
CCCNS(=O)(=O)c1cc(Br)cc2c1N(C(=O)CC)CC2	-1.6	1.7	0.2	2.9	-8.0	1.4	-4.4	7.3	-0.9	-1.2
COc1ccc(Nc2nc(-c3ccccc3)nc3ccccc23)c(OC)c1	0.8	-205.7	-4.8	17.0	-59.1	6.4	7.4	5.2	-16.5	5.0
CCN(CC)c1ccc(C2NCC(c3ccc([N+](=O)[O-])cc3)O2)cc1 (stereo not drawn)	0.2	0.9	-0.9	-0.4	8.8	-6.5	-6.1	-7.0	2.6	-4.3
Cc1ccc(N(CC(=O)NCCc2ccc(F)cc2)S(=O)(=O)c2ccc(Cl)c([N+](=O)[O-])c2)c(C)c1	1.4	6.1	0.8	-10.4	25.5*	-12.3	-5.9	-5.2	12.0*	7.6
Cc1ccc(NC(=O)CSc2nnc(C)n2-c2ccccc2)cc1	1.7	2.5	-0.1	-0.4	5.2	-7.4	-5.6	-12.3	-0.6	-1.7
O=C(COC(=O)c1ccc2c(c1)OCO2)NC1CCCCC1	3.5	-1.7	0.1	-14.2	-4.2	7.3	-1.4	2.9	-2.4	-3.2
C/C(=N\OCC(=O)Nc1ccccc1Br)c1cccs1	0.2	6.9	0.2	4.8	10.5	-16.9	-6.8	-3.5	5.8	3.8
O=C(c1ccc(-c2ccccc2)c(F)c1)C1CCCN(CCCn2cccn2)C1 (stereo not drawn)	1.9	0.8	0.3	-0.9	6.6	11.4	8.2	-7.9	-0.5	9.1
O=C(Cc1ccccc1F)Nc1ccccc1-c1ccccc1	2.1	-1.2	-0.2	-3.0	1.0	2.1	-6.8	4.2	0.8	-7.8
OC(c1ccccc1)C(NCCNCc1ccccc1)c1ccccc1 (stereo not drawn)	8.9	3.4	-0.2	5.0	-1.1	-4.6	3.5	2.6	2.7	-0.7
Cc1cc(C(=O)OCn2nnc3ccccc3c2=O)c(C)o1	1.2	1.6	1.0	-10.9	-7.1	-2.5	-3.7	0.2	0.7	2.9
COc1ccc2[nH]c3c(NCCN(C(C)C)C(C)C)ncnc3c2c1	-1.0	-170.2	8.2	-0.1	-436.8	3.0	-4.9	0.0	-134.8	13.9
COC1CCCN(C(=O)c2ccc(OC3CCN(S(=O)(=O)N(C)C)CC3)cc2)C1 (stereo not drawn)	1.9	2.0	0.4	-15.9	4.0	12.4	-0.4	-7.2	0.2	-2.6
COc1ccc(/C=N/NC(=O)Cn2cnc3c2c(=O)n(C)c(=O)n3C)c(OC)c1OC	0.3	2.7	0.4	-21.9	-4.0	4.4	-2.3	-2.2	-0.3	17.9
Cc1ccc(N2C(=O)CC(Sc3ccccc3C(=O)O)C2=O)c([N+](=O)[O-])c1 (stereo not drawn)	5.6	-1.3	0.1	-1.7	5.1	-6.9	-1.4	3.8	-1.8	-0.4
Cc1cc(C(C)(C)C)nc2[nH]n(-c3ccccc3)c(=O)c12	-4.2	-15.9	0.4	-15.4	5.3	-8.1	4.0	7.7	-2.6	9.7
O=C(Cn1nnc(-c2ccccc2)n1)N/N=C/c1ccco1	6.9	2.5	0.2	-9.4	-3.8	-3.6	-10.4	-12.5	3.2	-3.2
O=C(Cc1ccc(Cl)c(Cl)c1)Nc1cccnc1	1.3	-3.2	0.0	-2.7	-4.3	2.2	8.1	1.6	-1.6	-5.8
O=C(NCc1cccc(Cl)c1)c1cccc(OC2CCN(C(=O)C3CC3)CC2)c1	2.5	-0.9	0.2	-5.0	8.0	16.2	3.8	-1.1	0.5	-0.4
O=C(Cn1c(CO)nc2ccccc21)NCCc1ccc(F)cc1	-0.8	0.8	0.4	-7.9	-1.9	7.0	-0.8	4.7	-7.3	-10.0
Cc1nn(-c2ccccc2)c2c1C(c1c(C)[nH]c(C#N)c1C)C(C#N)=C(N)O2 (stereo not drawn)	4.0	4.3	0.4	-8.9	13.2	35.3*	-1.0	-3.4	1.0	-4.5
COc1ccc(C2CC(=O)C3=C(C2)Nc2ccccc2N(C(=O)CCC(=O)O)C3c2ccc(F)cc2)cc1OC (stereo not drawn)	2.8	-45.6	0.8	15.8	-21.6	-2.7	-2.2	-5.6	-8.4	1.0
CCOC(=O)c1csc(NC(=O)C2CCCCC2)n1	-0.1	0.4	0.6	-1.2	-3.2	1.2	3.2	6.7	-0.1	7.0
COc1cc(/C=C/C(=O)OCC(=O)NCC(=O)Nc2cccc(C)c2C)ccc1OC(F)F	-2.3	1.9	-0.9	11.6	-16.2	3.4	-4.9	1.6	-7.8	18.9
CCCC(c1nnnn1CS(=O)(=O)c1ccc(C)cc1)N1CCN(C2CCCC2)CC1 (stereo not drawn)	2.2	-0.6	-0.6	-2.7	-0.9	-1.8	6.0	-3.1	-2.9	2.1
O=C(CSc1n[nH]c(-c2ccccc2F)n1)NCC(=O)Nc1ccc(F)c(F)c1F	-2.5	1.1	0.7	0.1	-1.6	13.0	-6.3	0.1	-5.0	8.4
CC1CN(C(=O)Nc2ccc(F)cc2)C2(CCCCCC2)O1 (stereo not drawn)	2.9	5.4	0.6	1.3	1.2	2.3	-0.6	-15.5	-11.8	-5.3
O=C(NC(=S)Nc1ccc(S(=O)(=O)Nc2nccs2)cc1)C1CC1	-2.5	2.6	0.6	-18.1	-1.5	8.4	-1.4	-3.7	-5.0	3.4
Cc1nnc(N2CCN(Cc3ccccc3)CC2)[nH]c1=O	-2.9	0.2	-0.1	-17.6	5.0	0.6	-1.2	3.1	-2.4	-10.7
CCOC(=O)c1c(C)oc2ccc(OC(=O)N3CCOCC3)cc12	1.7	0.6	0.2	-8.8	-1.8	-0.3	2.7	1.5	-1.8	7.8
O=C(Nc1cnn(Cc2ccccc2)c1)NC12CC3CC(CC(C3)C1)C2	-3.2	3.6	0.6	2.1	8.9	1.8	-1.1	-8.5	1.5	-4.1

Screening data as filed in PubChem BioAssay.
